Screening data deposited in PubChem by National Center for Advancing Translational Sciences (NCATS).
Menin MLL FP TR – displaces Texas Red mutant MLL peptide from human menin; hit rate 0.23% among 270,000; O00255; Menin + Texas Red MLL mutant peptide, fluorescence polarization; Potency, µM (top dose mostly 61.6 µM), inactives show top-dose FP activity change, negative = inhibition, usual class: inhibitors; active = well fitted inhibition curve with a large enough effect in the polarisation, with a control signal flat, not every such curve was filed as active; inconclusive = small, poorly fitted or top-dose-only effect, or effect the other way, or a change in a side signal; inactive = no such curve, though single readings can be large or run the other way; the % refers to the polarisation; note: potency is the fitted concentration of half-maximal effect; % of control where 0% means no effect; many of its hits are not listed in these tables
MBNL1-CUG inh – MBNL1-poly(CUG) RNA binding inhibition; TR-FRET MBNL1-His/biotin-(CUG)12 binding, 665/545 ratio; Potency, µM (series often up to 57.5 µM), inactives show at the top dose activity change, negative = inhibition, usual class: inhibitors; hit rate 0.036% among 280,000; AID 2675; active = well fitted inhibition curve with a large enough effect in the signal ratio, with a control signal flat, not every such curve was filed as active; inconclusive = small, poorly fitted or top-dose-only effect, or effect the other way, or a change in a side signal; inactive = no such curve, though single readings can be large or run the other way; the % refers to the signal ratio; note: potency is the fitted concentration of half-maximal effect; % is set by controls: 0 for no effect and ±100 for the full control effect
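Ratiometric TR-FRET (665 over 545 nm, excitation 340 nm) tracks disruption of MBNL1-His/biotin-(CUG)12 complex after 60 min at room temperature, with compounds at 92 nM to 58 uM final.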
AT treatment – potential ataxia-telangiectasia treatment; hit rate 0.19% among 320,000; Potency, µM (doses to about 57.5 µM), for the others: top-dose activation, usual class: activators; AID 485349; […] A-T fibroblasts, KAP-1 phosphorylation AlphaLISA; neocarzinostatin DNA damage 30 min before lysis; note: potency is the fitted concentration of half-maximal effect; % of control where 0% means no effect; nearly all actives have a fitted effect of over 45% in size
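ATM-like activity read as KAP-1 phosphorylation via AlphaLISA donor/acceptor antibody pairs after lysis and 6 hr at 25C. Cells were ATM-null patient fibroblasts ([…], hTERT), dosed 60 min, then exposed to the DSB inducer NCS for 30 min.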
ASM inhibitor – human S-ASM enzyme inhibition; P17405; placental ASM, HMU-PC fluorogenic substrate, 60 min; Potency, µM (doses to about 57.5 µM), without a hit: at the top dose activity change, negative = inhibition, hits mostly inhibitors; hit rate 0.006% among 340,000; AID 504937; note: potency is the fitted concentration of half-maximal effect
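HMU-PC0 cleavage (9 uM final) by human placental ASM, 60 min at 37 °C following 10 min compound exposure at RT; stopped at pH 10, fluorescence Ex 386/Em 447 nm.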
PTAP TSG101 blk – blocks PTAP/TSG101 interaction to inhibit HIV-1 budding; Q99816; Fluorescence polarization, FITC-PTAP peptide / Tsg101 binding; Potency, µM (series often up to 115 µM), for inactives: at the highest dose activity change, negative = inhibition, hits mostly inhibitors; 340,000 tested, under 10 active; AID 493005; active = well fitted inhibition curve with a large enough effect in the main read-out, with a control signal flat, not every such curve was filed as active; inconclusive = small, poorly fitted or top-dose-only effect, or effect the other way, or a change in a side signal; inactive = no such curve, though single readings can be large or run the other way; note: potency is the fitted concentration of half-maximal effect; % of control where 0% means no effect
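Fluorescence polarization binding of Tsg101 binding domain (10 uM final) to FITC-labeled PTAP peptide (50 nM final) in HEPES pH 7.5 buffer with NaCl, Tween 20, EDTA, TCEP. Compounds added before peptide; binding 20 min at RT.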
Integrin act MD – activators of alpha7 integrin expression for muscular dystrophy. alpha7betagal myoblasts, beta-gal FDG fluorescence, 48 h. hit rate 0.064% among 350,000. Potency, µM (titrated, usually from 38.3 µM), for the others: top-dose activation, usual class: activators. AID 624291;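 note: potency is the fitted concentration of half-maximal effect; 100% = response of the positive control SU9516; nearly all actives have a fitted effect of over 60% in size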
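Alpha7betagal+/- myoblasts (passage 13) were plated 16-24 hr, then exposed to compounds (1:260 dilution of DMSO stock) for 48 hours at 37C. After MPER lysis, β-galactosidase reporter activity was read as FDG fluorescence (ex 480/em 540) after 30 minutes.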
Mito fusion yeast – mitochondrial division inhibition or fusion activation. AID 485298. Potency, µM (highest dose often 46.1 µM), without a hit: at the top dose growth rescue (activation), most hits filed as activators. S. cerevisiae fusion-defective mutant growth rescue, CellTiterGlo 48 h. hit rate 0.23% among 320,000;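 note: potency is the fitted concentration of half-maximal effect; % of control where 0% means no effect; nearly all actives have a fitted effect of over 45% in size; temperature-sensitive fusion mutants such as fzo1-1 at 37 °C on non-fermentable ethanol glycerol medium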
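S. cerevisiae fusion-defective temperature-sensitive mutants (e.g. fzo1-1, mgm1-5) grown 48 h at 37C in YPEG (ethanol/glycerol non-fermentable) medium with 23 nl compound per well; growth rescue read as CellTiterGlo luminescence.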
TCR act – T cell receptor activation. AID 504894. 330,000 tested, under 10 active. primary human leukocytes, anti-CD3, IL-2 HTRF, 48 h. Potency, µM (series often up to 9.22 µM), for the others: top-dose activation of IL-2 secretion, hits mostly activators; note: % of control where 0% means no effect
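Activity was scored as IL-2 release from primary human leukocytes given only a TCR signal (a-CD3 beads) plus compound for 48 hr. Detection used a two-antibody HTRF format read at 665nm.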
TSHR antag – antagonists of human thyroid stimulating hormone receptor; activity change, negative = inhibition, % at 11.5 µM; hit rate 0.2% among 330,000; AID 504810; TSHR-expressing cells, TSH-stimulated cAMP HTRF, 2 h; active compounds read low; P16473;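 active = activity change below a set negative limit, meaning inhibition stronger than a set level, cut at about -70% in these data; inconclusive = activity change between two set negative limits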; note: % is set by controls: 0 for no effect and ±100 for the full control effect
Target sequence (P16473 whole entry, looked up): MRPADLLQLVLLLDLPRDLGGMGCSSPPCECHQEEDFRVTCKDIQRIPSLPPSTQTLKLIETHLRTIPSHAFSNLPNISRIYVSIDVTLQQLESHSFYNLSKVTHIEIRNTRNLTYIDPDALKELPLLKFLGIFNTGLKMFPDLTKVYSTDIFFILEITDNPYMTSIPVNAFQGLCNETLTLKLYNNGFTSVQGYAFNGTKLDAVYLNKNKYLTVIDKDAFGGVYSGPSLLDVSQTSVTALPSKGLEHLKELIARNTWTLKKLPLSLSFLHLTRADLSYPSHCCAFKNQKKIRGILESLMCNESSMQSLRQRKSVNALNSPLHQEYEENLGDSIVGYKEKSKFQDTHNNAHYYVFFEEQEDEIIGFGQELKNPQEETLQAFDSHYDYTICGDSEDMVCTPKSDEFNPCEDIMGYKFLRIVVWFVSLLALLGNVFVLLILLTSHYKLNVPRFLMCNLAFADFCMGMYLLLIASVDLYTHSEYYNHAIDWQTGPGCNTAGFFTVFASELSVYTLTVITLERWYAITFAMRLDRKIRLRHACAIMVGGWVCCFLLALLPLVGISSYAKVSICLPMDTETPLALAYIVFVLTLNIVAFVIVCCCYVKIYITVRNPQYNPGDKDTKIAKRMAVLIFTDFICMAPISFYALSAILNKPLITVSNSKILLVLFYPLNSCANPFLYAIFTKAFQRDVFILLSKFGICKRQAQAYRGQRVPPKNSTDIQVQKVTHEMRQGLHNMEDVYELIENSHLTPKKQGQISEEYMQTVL
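TSHR-expressing cells, 200/well, pre-treated with compound, then stimulated with EC80 TSH (4nM final) for 2 hours at 37 deg C. cAMP measured by competitive HTRF: anti-cAMP cryptate antibody in lysis buffer plus cAMP-d2, read after 30 minutes at room temperature.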
MLL CXXC-DNA inh – blocks binding of human MLL CXXC domain to DNA | MLL-CXXC / FITC-HOXA9 DNA fluorescence polarization | AID 2662 | hit rate 0.037% among 290,000 | Q03164 | Potency, µM (highest dose often 115 µM), without a hit: at the highest dose activity change, negative = inhibition, hits mostly inhibitors; active = well fitted inhibition curve with a large enough effect in the polarisation, with a control signal flat, not every such curve was filed as active; inconclusive = small, poorly fitted or top-dose-only effect, or effect the other way, or a change in a side signal; inactive = no such curve, though single readings can be large or run the other way; the % refers to the polarisation; note: potency is the fitted concentration of half-maximal effect
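Purified MLL-CXXC (added from a 7 uM solution) was preincubated 5 min at ambient with pinned compounds in 50 mM Tris-HCl pH 7.5, 50 mM NaCl, 1 mM DTT, 0.05% BSA. Fluorescein-labeled HOX-A9 DNA (50 nM solution) followed, 30 min, then polarization read.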
* = called active by the depositor; [ ] = remark or other dose. Unless noted, calls come from the whole dose curve; as a rule, active = well fitted curve in the direction sought with a large enough effect; inconclusive = small, poorly fitted or top-dose-only effect, or another doubt; inactive = no such curve, though single readings can be large; an effect the other way counts as inactive or inconclusive. An excerpt (hit frequency here may not be typical).

What do the screens show for `CCOC(=O)c1c(-n2cccc2)sc2c1CCCC2=O`?
Menin MLL FP TR: 0%; MBNL1-CUG inh: inconclusive; AT treatment: -12%; ASM inhibitor: -2%; PTAP TSG101 blk: -2%; Integrin act MD: -20%; Mito fusion yeast: 3%; TCR act: -10%[46.1 µM]; TSHR antag: 13; MLL CXXC-DNA inh: 6%

Results for Cc1cccc(Cn2c(C)nc3ccc([N+](=O)[O-])cc3c2=O)c1 ?
Menin MLL FP TR: 11%; MBNL1-CUG inh: inconclusive; AT treatment: 13%; ASM inhibitor: -7%; PTAP TSG101 blk: -5%; Integrin act MD: 0%; Mito fusion yeast: 3%; TCR act: -3%; TSHR antag: -19; MLL CXXC-DNA inh: 1%

What do the screens show for `COC(C(=O)Nc1ccc(F)cc1)c1ccccc1` (configuration not stated)?
Menin MLL FP TR: 7%; MBNL1-CUG inh: -1%; AT treatment: -1%; ASM inhibitor: 1%; PTAP TSG101 blk: 0%; Integrin act MD: 1%; Mito fusion yeast: -3%; TCR act: 1%[46.1 µM]; TSHR antag: 6; MLL CXXC-DNA inh: -9%

What do the screens show for `Cc1coc2cc3oc(=O)c(CCC(=O)NCCCn4ccnc4)c(C)c3cc12`?
Menin MLL FP TR: 9%; MBNL1-CUG inh: -1%; AT treatment: -3%; ASM inhibitor: 12%; PTAP TSG101 blk: -5%; Integrin act MD: 0%; Mito fusion yeast: 5%; TCR act: -2%; TSHR antag: 8; MLL CXXC-DNA inh: 5%

How did CC(C)(C)C(=O)N1CCN(c2nc3ccccc3s2)CC1 do in these assays?
Menin MLL FP TR: -4%; MBNL1-CUG inh: -6%; AT treatment: 0%; ASM inhibitor: -2%; PTAP TSG101 blk: -2%; Integrin act MD: -7%; Mito fusion yeast: -20%; TCR act: 2%; TSHR antag: -13; MLL CXXC-DNA inh: 7%

Results for CCOC(=O)C1CCN(c2nnc(N3CCCC3=O)s2)CC1 ?
Menin MLL FP TR: -13%; MBNL1-CUG inh: -1%; AT treatment: -3%; ASM inhibitor: 4%; PTAP TSG101 blk: -8%; Integrin act MD: -29%; Mito fusion yeast: -2%; TCR act: -5%; TSHR antag: -3; MLL CXXC-DNA inh: -2%

What do the screens show for `COc1ccc(C(=O)NNC(=S)NC2CCCCC2)cc1OC`?
Menin MLL FP TR: 5%; MBNL1-CUG inh: -10%; AT treatment: 4%; ASM inhibitor: -1%; PTAP TSG101 blk: -5%; Integrin act MD: -8%; Mito fusion yeast: -3%; TCR act: -6%; TSHR antag: 4; MLL CXXC-DNA inh: 2%

How did CC1CN(C(=O)/C=C/c2ccccc2Cl)CC(C)O1 (configuration not stated) do in these assays?
Menin MLL FP TR: -2%; MBNL1-CUG inh: 16%; AT treatment: -1%; ASM inhibitor: 2%; PTAP TSG101 blk: -2%; Integrin act MD: 0%; Mito fusion yeast: 0%; TCR act: -2%; TSHR antag: 9; MLL CXXC-DNA inh: -10%

What do the screens show for `CCCOc1ccc(NC(=O)CCC(=O)NC(C)c2ccccc2)cc1` (configuration not stated)?
Menin MLL FP TR: 26%; MBNL1-CUG inh: -9%; AT treatment: 10%; ASM inhibitor: 0%; PTAP TSG101 blk: -1%; Integrin act MD: 3%; Mito fusion yeast: 0%; TCR act: -6%; TSHR antag: -4; MLL CXXC-DNA inh: 0%

How did Cc1ccc(S(=O)(=O)N2CCCC(c3nc(-c4ccc(C)o4)no3)C2)cc1 (configuration not stated) do in these assays?
Menin MLL FP TR: 12%; MBNL1-CUG inh: -7%; AT treatment: 0%; ASM inhibitor: -5%; PTAP TSG101 blk: -3%; Integrin act MD: -10%; Mito fusion yeast: 16%; TCR act: 2%; TSHR antag: -21; MLL CXXC-DNA inh: 9%

Results for O=c1sc2ccccc2c(=O)n1Cc1ccccc1F ?
Menin MLL FP TR: 6%; MBNL1-CUG inh: -10%; AT treatment: 8%; ASM inhibitor: -4%; PTAP TSG101 blk: 2%; Integrin act MD: -36%[inhibitor]; Mito fusion yeast: -2%; TSHR antag: 0; MLL CXXC-DNA inh: -4%

Results for CCCCn1cnc2c1c(=O)n(C)c(=O)n2C ?
Menin MLL FP TR: -1%; MBNL1-CUG inh: 2%; AT treatment: 0%; ASM inhibitor: 4%; PTAP TSG101 blk: -4%; Integrin act MD: 6%; Mito fusion yeast: -3%; TCR act: 4%[46.1 µM]; TSHR antag: 3; MLL CXXC-DNA inh: -2%

How did O=C(O)C1CCCCC1C(=O)Nc1cccc(Cl)c1Cl (configuration not stated) do in these assays?
Menin MLL FP TR: -8%; MBNL1-CUG inh: -11%; AT treatment: 2%; ASM inhibitor: -3%; PTAP TSG101 blk: 1%; Integrin act MD: 5%; Mito fusion yeast: 1%; TCR act: 2%; TSHR antag: 2; MLL CXXC-DNA inh: -19%

Results for COCCNC(=O)c1cc(C(=O)CC(C)C)c[nH]1 ?
Menin MLL FP TR: 1%; MBNL1-CUG inh: -3%; AT treatment: -3%; ASM inhibitor: -1%; PTAP TSG101 blk: -3%; Integrin act MD: 0%; Mito fusion yeast: -8%; TCR act: 4%; TSHR antag: 10; MLL CXXC-DNA inh: -8%

How did COc1cccc(CN2CCN(Cc3ccc4c(c3)OCCO4)CC2CCO)c1 (configuration not stated) do in these assays?
Menin MLL FP TR: 11%; MBNL1-CUG inh: -7%; AT treatment: 2%; ASM inhibitor: 2%; PTAP TSG101 blk: -4%; Integrin act MD: -5%; Mito fusion yeast: -2%; TCR act: 13%; TSHR antag: 27; MLL CXXC-DNA inh: -1%

How did Nc1ccc2nc(N)sc2c1 do in these assays?
ASM inhibitor: -2%; PTAP TSG101 blk: 1%; Integrin act MD: 26%; TCR act: 2%

What do the screens show for `CCOC(=O)c1sc2nc(SCC#N)n(CCCN3CCCC3=O)c(=O)c2c1C`?
Menin MLL FP TR: 0%; MBNL1-CUG inh: 10%; AT treatment: 0%; ASM inhibitor: -1%; PTAP TSG101 blk: -6%; Integrin act MD: -49%[inhibitor]; Mito fusion yeast: 1%; TCR act: 10%; TSHR antag: 2; MLL CXXC-DNA inh: 0%

Results for CCOC(=O)c1sc(=NC(=O)c2ccc(S(=O)(=O)N(C)c3ccccc3)cc2)n(C)c1C ?
Menin MLL FP TR: 14%; MBNL1-CUG inh: inconclusive; AT treatment: 0%; ASM inhibitor: 61%; PTAP TSG101 blk: 0%; Integrin act MD: 10%; Mito fusion yeast: 13%; TCR act: -10%; TSHR antag: -5; MLL CXXC-DNA inh: -7%

What do the screens show for `O=c1[nH]c(C2CCN(S(=O)(=O)c3ccccc3F)CC2)nc2c1nnn2Cc1ccc(OC(F)(F)F)cc1`?
Menin MLL FP TR: 29%; MBNL1-CUG inh: 1%; AT treatment: -6%; ASM inhibitor: inconclusive; PTAP TSG101 blk: -7%; Integrin act MD: 24%; Mito fusion yeast: -3%; TCR act: -2%; TSHR antag: 4; MLL CXXC-DNA inh: 24%

Results for Cc1oc(C(=O)O)cc1COc1ccc2c3c(c(=O)oc2c1C)CCC3 ?
Menin MLL FP TR: -6%; MBNL1-CUG inh: -3%; ASM inhibitor: 5%; PTAP TSG101 blk: -4%; Integrin act MD: inconclusive; Mito fusion yeast: 1%; TCR act: -10%; TSHR antag: -10; MLL CXXC-DNA inh: -20%

Results for Cc1ccc(S(=O)(=O)Oc2ccc(/C=C(/NC(=O)c3ccccc3)C(=O)Nc3ccccc3)cc2)cc1 ?
Menin MLL FP TR: inconclusive; MBNL1-CUG inh: -4%; AT treatment: 13%; ASM inhibitor: 3%; PTAP TSG101 blk: 1%; Integrin act MD: 26%; Mito fusion yeast: -4%; TCR act: -10%; TSHR antag: -48; MLL CXXC-DNA inh: 13%

Results for CCOc1cccc(C(=O)Nc2ccccc2C(=O)N2CCOCC2)c1 ?
MBNL1-CUG inh: -5%; AT treatment: 1%; ASM inhibitor: 1%; Integrin act MD: inconclusive; Mito fusion yeast: 1%; TCR act: 3%; TSHR antag: 8; MLL CXXC-DNA inh: 7%
